Screening data from PubChem BioAssay.
HCMV inh: qHTS Assay for inhibitors of the human cytomegalovirus (HCMV). HFF cells, HCMV-luciferase reporter, 72 h; active compounds read low. activity change, negative = inhibition, % at 57.5 µM. hit rate 4.5% among 410,000; in the data active means activity change below about -60%; inconclusive means no clear call, values can overlap the other calls; inactive means above about -39%
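Screen run at 2 compound doses on HFFs infected with reporter HCMV, MOI 1 PFU/cell. Luciferase activity from cell lysates at 72 h post infection gave inhibition relative to buffer-only and Salinomycin wells.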
AmpC detergent: qHTS Inhibitors of AmpC Beta-Lactamase (assay with detergent) | AID 485294, 2010 | AmpC hydrolysis of nitrocefin, absorbance 480 nm, 0.01% Triton | hit rate 0.041% among 370,000 | Potency, µM (doses to about 114 µM), without a hit: at the top dose activity change, negative = inhibition, most hits filed as inhibitors;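 further: potency means the concentration at half of the fitted maximal effect; 0% = no-compound wells and -100% = no-enzyme wells; nearly all actives have a fitted effect of over 25% in size; some results filed as inactive show a strong effect at the top dose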
Target sequence (P00811 whole entry, looked up): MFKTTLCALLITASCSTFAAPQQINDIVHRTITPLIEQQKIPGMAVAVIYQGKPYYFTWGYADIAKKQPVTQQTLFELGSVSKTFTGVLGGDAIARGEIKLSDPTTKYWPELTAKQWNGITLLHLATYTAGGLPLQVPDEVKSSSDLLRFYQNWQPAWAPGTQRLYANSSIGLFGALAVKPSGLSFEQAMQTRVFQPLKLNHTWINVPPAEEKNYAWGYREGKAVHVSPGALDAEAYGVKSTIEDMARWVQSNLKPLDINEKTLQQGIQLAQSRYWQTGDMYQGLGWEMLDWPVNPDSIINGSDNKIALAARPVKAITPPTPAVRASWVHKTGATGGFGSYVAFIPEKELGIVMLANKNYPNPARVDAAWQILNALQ
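AmpC (5.3 nM in the dispensed reagent) in 20 mM phosphate pH 7.0 with 0.01% (detergent screen) or 0.0001% Triton X-100 was preincubated with compounds for 15 min at room temperature. Nitrocefin was then added from an 800 uM solution, and hydrolysis was followed at 480 nm.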
AmpC inh no detg: qHTS Inhibitors of AmpC Beta-Lactamase (assay without detergent) | P00811 | Potency, µM (series often up to 57.1 µM), inactives show at the top dose activity change, negative = inhibition, actives largely listed as inhibitors | hit rate 0.52% among 330,000 | AmpC nitrocefin hydrolysis, absorbance 480 nm, 0.0001% Triton;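 further: potency means the concentration at half of the fitted maximal effect; plate controls were no compound for no effect and no enzyme for full effect; nearly all actives have a fitted effect of over 20% in size; some results filed as inactive show a strong effect at the top dose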
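AmpC (5.3 nM in the dispensed reagent) in 20 mM phosphate pH 7.0 with 0.01% (detergent screen) or 0.0001% Triton X-100 was preincubated with compounds for 15 min at room temperature. Nitrocefin was then added from an 800 uM solution, and hydrolysis was followed at 480 nm.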
AMA1 RON2 block: qHTS for Inhibitors of AMA1-RON; Towards Development of Antimalarial Drug Lead: Primary Screen | hit rate 0.2% among 360,000 | AlphaScreen AMA1-biotinylated RON2 peptide binding | Plasmodium falciparum AMA1 (3D7) - RON2 peptide interaction | Potency, µM (series often up to 58.2 µM), without a hit: at the top dose activity change, negative = inhibition, most hits filed as inhibitors;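 further: potency means the concentration at half of the fitted maximal effect; 0% = vehicle wells and -100% = peptide control; nearly all actives have a fitted effect of over 45% in size; some results filed as inactive show a strong effect at the top dose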
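AMA1 (3D7) with his tag at 25 nM final met compounds first, then biotinylated RON2 peptide at 25 nM; detection used donor plus acceptor beads, 10 µg/mL apiece, read by AlphaScreen after 30 min at room temperature.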
LmPK inhibitor: qHTS Assay for Inhibitors of Leishmania Mexicana Pyruvate Kinase (LmPK); Q27686; AID 1721, 2009; Potency, µM (titrated, usually from 57.5 µM), for inactives: at the highest dose activity change, negative = inhibition, hits mostly inhibitors; hit rate 0.37% among 290,000; purified LmPK, Kinase-Glo ATP luminescence, 1 h; further: potency means the concentration at half of the fitted maximal effect
Target sequence (Q27686 whole entry, looked up): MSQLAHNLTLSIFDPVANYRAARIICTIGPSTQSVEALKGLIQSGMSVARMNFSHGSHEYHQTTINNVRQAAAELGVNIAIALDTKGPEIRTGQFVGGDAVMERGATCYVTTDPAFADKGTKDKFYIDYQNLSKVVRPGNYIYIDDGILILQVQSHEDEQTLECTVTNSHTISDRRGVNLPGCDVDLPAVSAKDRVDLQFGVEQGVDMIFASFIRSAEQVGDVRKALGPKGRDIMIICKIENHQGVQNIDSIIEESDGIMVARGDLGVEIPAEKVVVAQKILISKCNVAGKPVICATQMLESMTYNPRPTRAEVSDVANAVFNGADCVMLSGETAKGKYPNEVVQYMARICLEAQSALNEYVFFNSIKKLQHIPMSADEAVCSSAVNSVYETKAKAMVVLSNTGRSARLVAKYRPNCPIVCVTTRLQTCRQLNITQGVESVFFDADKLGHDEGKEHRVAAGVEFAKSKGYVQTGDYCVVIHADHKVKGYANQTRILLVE
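Purified LmPK (0.1 nM) converted ADP (0.1 mM) to ATP with PEP (0.5 mM) in imidazole buffer pH 7.2 with KCl and MgCl2, 1 h at room temperature. ATP was read by Kinase-Glo luminescence; data normalized to uninhibited and no-enzyme controls.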
Tb PYK inh: qHTS of Trypanosoma Brucei Inhibitors. pyruvate kinase (Trypanosoma brucei), Q57TT1. TbPYK enzyme, Kinase-Glo Plus ATP luminescence, 45 min. Potency, µM (doses to about 76.8 µM), for the others: top-dose activity, negative = inhibition, hits mostly inhibitors. hit rate 0.12% among 410,000; further: potency means the concentration at half of the fitted maximal effect; nearly all actives have a fitted effect of over 50% in size
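Readout: single end-point luminescence (Kinase-Glo Plus, 10 min). Reaction conditions were TbPYK/substrate plus 130 uM ADP, 45 min at RT, pH 7.2 TEA buffer. No-enzyme wells served as controls, and data were normalized before concentration-response fitting.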
Sm TGR inh: qHTS Assay for the Inhibitors of Schistosoma Mansoni Peroxiredoxins; Schistosoma mansoni thioredoxin glutathione reductase (TGR), Q962Y6; purified TGR, DTNB reduction, TNB absorbance 405 nm; Potency, µM (titrated, usually from 114 µM), without a hit: at the highest dose activity change, negative = inhibition, actives largely listed as inhibitors; hit rate 3% among 360,000; further: potency means the concentration at half of the fitted maximal effect; nearly all actives have a fitted effect of over 60% in size
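First, TGR (20 nM dispensed) and NADPH were mixed with compound. Second, a 15 min room-temperature incubation followed. Third, further NADPH and then DTNB were added to start the reaction. Finally, TNB absorbance was monitored kinetically.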
* hit, by the source's call; ? = inconclusive; . = not tested or not shown; [ ] = another dose, or the depositor's remark. Unless noted, the call rests on the fitted dose curve; in most records, active means well fitted curve in the direction sought with a large enough effect; inconclusive means small, poorly fitted or top-dose-only effect, or another doubt; inactive means no such curve, though single readings can be large; an effect the other way counts as inactive or inconclusive. Unless noted, on the % scale 0 is the no-effect control and ±100 the full control effect.

SMILES | HCMV inh | AmpC detergent | AmpC inh no detg | AMA1 RON2 block | LmPK inhibitor | Tb PYK inh | Sm TGR inh
CN(Cc1cnn(-c2ccc(F)cc2)c1)C(=O)[C@H]1O[C@@H](n2ccc(=O)[nH]c2=O)[C@H](O)[C@@H]1O | 4.2 | . | . | -3.3% | . | -4.4% | .
O=c1/c(=C/c2ccc(O)cc2)sc2nc3cc(Br)cnc3n12 | . | -8.0% | -26.3% | . | -1.9% | . | -9.1%
O=C(NCCCNc1ccc(C(F)(F)F)cc1[N+](=O)[O-])c1ccc(F)cc1 | 14.0 | -5.7% | -41.1% | -7.6% | 4.2% | -5.7% | -6.3%
CCc1ccc(C2CC(=O)c3c([nH]c(C(=O)OCCOc4ccccc4)c3C)C2)cc1 (stereo unspecified) | -73.5* | 18.1% | . | . | . | -5.3% | 7.0%
COc1ccc(/C=N/NC(=O)CN(C2=NS(=O)(=O)c3ccccc32)c2ccccc2)cc1OC | 15.0 | -13.2% | 133.8%[activator] | 5.1% | 0.2% | -6.2% | 5.0%
Cc1ccccc1NC(=O)Cc1nc(COC(=O)/C=C/c2ccccc2)cs1 | -6.3 | ? | -18.9% | 3.7% | . | -7.5% | 11.8%
CC(C)(C)c1ccc(NC(=O)COC(=O)C2(C)CC2(Cl)Cl)cc1 (stereo unspecified) | 35.6 | 11.0% | -25.2% | 5.6% | 0.3% | 4.0% | 3.3%
COc1ccc(-c2csc3nc(-c4ccc(F)cc4)oc(=O)c23)cc1 | 8.0 | 2.5% | . | . | . | 3.5% | -9.6%
CC(C)[C@]1(c2ccc(Cl)cc2)ON(c2ccccc2C(F)(F)F)C1=O | . | -0.8% | -12.4% | . | . | . | 0.0%
COC(=O)Cc1cc(=O)n(-c2nc3ccccc3s2)[nH]1 | 95.8 | -2.0% | ? | -47.8% | 5.7% | -4.0% | 1.6%
O=C(CSc1cn[nH]n1)Nc1ccccc1C(=O)O | -27.4 | ? | -23.9% | 5.1% | -5.1% | -19.0% | 0.2%
COC(=O)C1=C(c2ccc(OC)c(OC)c2)C[C@@H]2CC[C@H]1N2C(=O)NCc1ccc(F)cc1 | ? | 4.7% | 23.4% | -5.3% | . | -14.8% | 4.6%
CCOC(=O)Cn1nnnc1CN(Cc1cccs1)Cc1cc2cc(C)ccc2[nH]c1=O | -26.4 | 0.4% | 40.2% | -3.0% | 5.7% | -21.8% | -6.0%
CC(Sc1nnc(-c2ccc(Cl)cc2Cl)n1Cc1ccccc1)C(=O)Nc1nccs1 (stereo unspecified) | 5.2 | 1.6% | 9.9% | 11.0% | 1.2% | -4.0% | 11.7%
O=C1OCCC1Sc1nnc(-c2ccc(O)cc2)o1 (stereo unspecified) | 4.1 | 10.7% | -11.7% | 8.8% | 9.4% | -10.5% | -7.0%
CCCC(=O)Nc1cc(C)c(NC(=O)C23CC4CC(CC(C4)C2)C3)cn1 | -34.7 | -3.4% | -5.3% | 8.3% | -1.3% | 4.3% | -29.3%
CCOC(=O)c1cc(-c2ccccc2)n(-c2cccc(C(=O)NC(C)(C)C)c2)c1C | 0.0 | 6.3% | . | . | . | 5.1%[15.4 µM] | 25.3%
O=[N+]([O-])c1cccnc1N1CCN(c2ccccc2F)CC1 | -60.7* | -18.6% | -1.7% | ? | -6.4% | -1.1% | 14.6%
COc1cccc(OCC(=O)NNC(=O)Cc2cccs2)c1 | 58.6 | -7.7% | -11.9% | 78.7%[activator] | 4.1% | -9.2% | -4.4%
COc1cc(/C=C2/NC(=O)N(c3cccc(Cl)c3)C2=O)ccc1O | ? | 1.3% | -27.9% | 4.3% | 2.0% | -8.3% | -19.9%
CC(=O)Nc1nc2cc(C(N)=O)ccc2s1 | 35.0 | 7.0% | -20.3% | -1.1% | . | -4.9% | 0.6%
Cc1ccc(-c2csc3ncnc(NCCN4CCOCC4)c23)cc1 | -70.3* | ? | 122.9%[activator] | 0.0% | 0.6% | 0.1% | 7.1%
Cc1c(-c2ccc(F)cc2)[n+](=O)c(-c2ccc(F)cc2)c(C)n1[O-] | 58.8 | 1.6% | -8.0% | -1.1% | 5.1% | 7.3% | -9.1%
O=c1c2ccccc2nc(/C=C/c2ccc(O)cc2)n1CCc1ccccc1 | ? | -3.6% | -55.7% | 6.9% | -1.2% | -0.9% | -11.1%
CCOC(=O)N1CCN(C(=O)CC(C(=O)N2CCc3ccccc32)n2ccnc2)CC1 (stereo unspecified) | 64.3 | 3.2% | 120.5%[activator] | -6.7% | -0.3% | -2.8% | 1.2%

(cont.)
SMILES | HCMV inh | AmpC detergent | AmpC inh no detg | AMA1 RON2 block | LmPK inhibitor | Tb PYK inh | Sm TGR inh
Cc1cccc(Cc2c(C)nc3nc(SCC(=O)O)nn3c2C)c1 | -36.1 | -3.0% | -14.2% | -6.5% | 12.5% | -14.4% | 0.7%
Cc1ccccc1CNC(=O)CC1C(=O)NCCN1Cc1c(F)cccc1Cl (stereo unspecified) | 9.9 | -7.4% | 157.7%[activator] | -9.4% | -6.7% | 4.3% | 7.6%
COc1ccccc1CN1CC(C(=O)NCCn2ccc(C)n2)CCC1=O (stereo unspecified) | 8.6 | -12.4% | -15.9% | -8.0% | 1.1% | -5.0% | -12.7%
CCN(CC)CCN(C)C1CCC(c2ccccc2)CC1 (stereo unspecified) | -22.4 | -5.2% | -13.0% | -22.5% | -9.8% | -8.5% | -0.8%
COc1ccc(-c2csc(N(CCc3ccccc3)C(=O)COc3ccccc3)n2)cc1 | 4.6 | -7.4% | -46.4% | -9.2% | -0.3% | 0.6% | -23.5%
c1cc2c(cc1C1CCCCC1)c1c3n2CCN=C3CCC1 | -12.1 | -12.7% | 152.2%[activator] | 24.7% | -3.4% | -8.2% | 7.94µM*
Cc1cc(-c2ccc(C)c(S(=O)(=O)NCCc3ccco3)c2)on1 | 1.9 | 0.5% | -28.6% | -6.2% | -5.9% | -0.3% | -35.9%
Cc1ccc(CNC(=O)C(=O)NCCCn2ccnc2)cc1 | -67.2* | . | . | 5.7% | . | 0.2% | .
CC(C)CCNC(=O)c1cccc(Cl)c1 | 36.0 | ? | -9.5% | 3.1% | 3.9% | -0.6% | 1.4%
CC(CCc1ccc(O)cc1)N(C)CCc1ccccc1 (stereo unspecified) | 29.9 | -4.2% | -33.3% | -6.7% | -0.2% | 3.2% | -7.7%
COc1cccc(C(=O)O/N=C(\N)c2ccccn2)c1OC | 80.2 | 3.6% | -8.0% | 50.8%[activator] | -19.8% | ? | 0.2%
CC(=O)Nc1ccc(S(=O)(=O)Nc2nc3ccccc3nc2Nc2ccc3ccccc3c2)cc1 | 26.4 | 2.3% | 0.2% | 27.3% | 4.2% | 1.7% | -4.6%
CC(C)(C)OC(=O)NC(Cc1ccccc1)C(=O)NCCCC(=O)O (stereo unspecified) | -30.0 | -11.5% | -6.3% | 1.5% | -8.2% | 4.6% | -0.1%
CCc1ccc(CNC(=O)CN(c2ccc(C)cc2)S(=O)(=O)N(C)C)cc1 | 6.2 | -0.6% | . | . | . | -7.8% | -0.7%
COC(=O)C1C(C(=O)O)C2(Cl)C(Cl)=C(Cl)C1(Cl)C2(Cl)Cl (stereo unspecified) | -6.1 | . | . | 3.2% | . | -5.0% | .
COc1ccc(Cl)cc1CC=NNC(=O)c1cccc(C)c1O | -19.4 | . | . | 62.5%[activator] | . | 0.3% | .
CC(C)(C)Cc1c(-c2ccc(Cl)cc2)nc2ccc(Cl)cn12 | -38.2 | . | . | 18.7% | . | -4.4% | .
CCCN1C(=O)/C(=C2\SC(N3CCCCC3)=NC2=O)c2ccccc21 | -25.1 | ? | 92.9% | ? | -4.4% | 2.8% | 5.0%
CNC(=O)COC(=O)c1ccc(Cl)c(S(N)(=O)=O)c1 | -39.2 | -0.2% | 5.0% | -3.3% | -1.2% | 1.4% | 1.3%
COc1cccc(CN(C)C[C@@H]2OCc3cnnn3CCCC(=O)N([C@H](C)CO)C[C@H]2C)c1 | 6.4 | . | . | -6.8% | . | -2.1% | .
COCCNC(=O)c1ccc2nc(Cc3ccc(OC)c(OC)c3)oc2c1 | 91.0 | ? | -4.6% | -2.3% | -1.5% | 3.8% | -26.6%
COc1ccc(C(=O)N2CCC(C(=O)O)CC2)c2ccccc12 | 17.6 | -6.4% | -6.9% | 1.5% | -7.1% | -5.6% | -17.3%
O=C(COc1ccccc1)N1CCN(c2ccccc2)CC1 | -22.2 | -6.2% | -0.8% | 1.8% | 0.3% | -0.6% | -0.7%
O=C(NCC(c1cccs1)N1CCOCC1)c1cccc(S(=O)(=O)Nc2ccc(F)cc2)c1 (stereo unspecified) | 0.0 | . | . | 0.0% | . | -9.0% | .
Cn1cc(CN2CCC(C(=O)Nc3ccc(Oc4ccccc4F)cc3)CC2)cn1 | ? | 3.5% | 26.6% | 0.0% | 2.2% | -7.3% | 4.4%
O=C(C1CCN(c2nnc(-n3cccc3)s2)CC1)N1CCCCC1 | 31.5 | -7.3% | 36.0% | 2.3% | -6.1% | -1.7% | -25.6%
CCOC(=O)C1(Cc2ccccc2C(F)(F)F)CCN(C2CCN(C(C)=O)CC2)CC1 | -0.7 | -2.9% | 70.2%[activator] | 5.0% | -2.0% | -0.2% | -6.4%
COc1ccccc1NC(=O)NCCC1=CCCCC1 | -38.8 | 3.3% | -13.7% | 3.0% | 1.7% | -14.6% | 0.8%

Four structures already listed, ordered by SMILES length, rising:
SMILES | HCMV inh | AmpC detergent | AmpC inh no detg | AMA1 RON2 block | LmPK inhibitor | Tb PYK inh | Sm TGR inh
c1cc2c(cc1C1CCCCC1)c1c3n2CCN=C3CCC1 | -12.1 | -12.7% | 152.2%[activator] | 24.7% | -3.4% | -8.2% | 7.94µM*
O=c1/c(=C/c2ccc(O)cc2)sc2nc3cc(Br)cnc3n12 | . | -8.0% | -26.3% | . | -1.9% | . | -9.1%
Cc1ccccc1NC(=O)Cc1nc(COC(=O)/C=C/c2ccccc2)cs1 | -6.3 | ? | -18.9% | 3.7% | . | -7.5% | 11.8%
CCOC(=O)c1cc(-c2ccccc2)n(-c2cccc(C(=O)NC(C)(C)C)c2)c1C | 0.0 | 6.3% | . | . | . | 5.1%[15.4 µM] | 25.3%
